# Bioassay records as filed in PubChem.
# T cruzi HTS – intracellular Trypanosoma cruzi inhibition; intracellular Trypanosoma cruzi in host cells, plate reader; activity score (inhibition), % at 5.01 µM; actives 4.9% (n = 22,000); in the data active = activity score above about 55%;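 also: parasites and compound incubated about four days before reading; 0% = median of neutral control wells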
# INS-1E rescue – rescue of cytokine-induced death in INS-1E beta cells. AID 488910. actives 0.1% (n = 20,000). protection from cytokine-induced ATP loss, % at 10 µM. INS-1E cytokine-induced death, ATP luminescence, 48 h; normalised: neutral wells 0, positive control 100;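 active = mean replicate protection from cytokine-induced ATP loss at least 50% and at least 75% of replicates each reaching 50%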
#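 Material: INS-1E rat cells; Quantity: 8000 cells/well; Buffer or medium: phenol-red-free RPMI with 5% fetal bovine serum; Probe or stimulus: cytokine cocktail of IFN-γ, TNF-α and IL-1β; Compound dosing: single test concentration per compound, delivered by pin transfer; Incubation: 48 h co-treatment, 10 min post-lysis read; Signal: CellTiter-Glo luminescence.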
# * = called active by the depositor; nt = not tested or not shown.
SMILES,T cruzi HTS,INS-1E rescue
C[C@H]1CN([C@@H](C)CO)C(=O)Cc2cc(NC(=O)Nc3cccc4ccccc34)ccc2O[C@H]1CN(C)Cc1ccc(-c2ccccc2)cc1,4.3,-44.8
Cc1noc(C)c1S(=O)(=O)Nc1ccc2c(c1)C(=O)N([C@@H](C)CO)C[C@@H](C)[C@H](CN(C)S(=O)(=O)c1cn(C)cn1)O2,-17.3,1.1
O=C(N/N=C/c1ccc(I)cc1)c1ccccn1,-7.5,-5.7
C[C@H]1CN([C@@H](C)CO)C(=O)CCCn2cc(nn2)CO[C@H]1CN(C)C(=O)NC1CCCC1,-1.6,9.4
COc1ccc(S(=O)(=O)N(C)C[C@@H]2Oc3ccc(NS(=O)(=O)c4ccc(Cl)cc4)cc3CC(=O)N([C@@H](C)CO)C[C@@H]2C)cc1,-38.0,2.6
C[C@@H]1CN([C@@H](C)CO)C(=O)c2cccc(NC(=O)c3cnccn3)c2O[C@@H]1CN(C)Cc1ccc(-c2ccccc2)cc1,44.0,-54.3
C[C@@H]1CN([C@H](C)CO)C(=O)c2cc(NC(=O)CCCN(C)C)ccc2O[C@@H]1CN(C)Cc1ccc(Oc2ccccc2)cc1,-13.0,-3.8
C[C@@H]1CN([C@H](C)CO)C(=O)c2cc(NC(=O)Cc3ccccc3)ccc2O[C@@H]1CN(C)C(=O)Nc1cccc2ccccc12,13.5,-9.4
CC(C)NC(=O)N(C)C[C@@H]1Oc2c(NS(=O)(=O)c3ccc(F)cc3)cccc2C(=O)N([C@@H](C)CO)C[C@H]1C,-8.3,2.9
C[C@@H]1CN([C@@H](C)CO)C(=O)c2cc(NC(=O)Nc3cccc4ccccc34)ccc2O[C@H]1CN(C)C(=O)Nc1ccc(F)cc1,-3.4,4.7
C[C@@H]1CCCCO[C@@H](CN(C)C(=O)Cc2ccccc2)[C@@H](C)CN([C@H](C)CO)C(=O)c2cc(NC(=O)Nc3ccccc3)ccc2O1,-16.0,1.8
C[C@H](CO)N1C[C@H](C)[C@H](CN(C)C)Oc2c(NC(=O)c3ccncc3)cccc2C1=O,-22.8,12.9
C[C@H]1CN([C@@H](C)CO)C(=O)c2cccc(NC(=O)c3ccncc3)c2O[C@H]1CN(C)Cc1ccc(C(=O)Nc2ccccc2N)cc1,6.0,-3.4
C[C@H](CO)N1C[C@H](C)[C@@H](CN(C)CC2CC2)Oc2c(NS(=O)(=O)c3ccc(F)cc3)cccc2C1=O,-7.7,7.7
COc1ccc(CN(C)C[C@@H]2Oc3c(NC(=O)Nc4ccccc4)cccc3C(=O)N([C@H](C)CO)C[C@H]2C)cc1,17.6,-3.8
COc1ccc(NC(=O)N(C)C[C@@H]2Oc3ncc(-c4cccc(OC)c4)cc3C(=O)N([C@H](C)CO)C[C@@H]2C)cc1,16.6,nt
C[C@@H]1CN([C@H](C)CO)C(=O)c2cc(NC(=O)Nc3ccc4c(c3)OCO4)ccc2O[C@H]1CN(C)Cc1ccc(C(F)(F)F)cc1,1.1,nt
C[C@H]1CN([C@@H](C)CO)C(=O)c2cc(NC(=O)C3CC3)ccc2O[C@H]1CN(C)Cc1ccc(C(=O)O)cc1,-17.3,3.2
Cc1noc(C)c1S(=O)(=O)Nc1cccc2c1O[C@@H](CN(C)Cc1ccc(C(=O)Nc3ccccc3N)cc1)[C@@H](C)CN([C@@H](C)CO)C2=O,66.1*,-16.7
C[C@@H]1CCCCO[C@H](CN(C)S(=O)(=O)c2cn(C)cn2)[C@@H](C)CN([C@H](C)CO)C(=O)c2cc(N(C)C)ccc2O1,0.8,1.4
C[C@H](CO)N1C[C@H](C)[C@@H](CN(C)C(=O)Nc2ccc3c(c2)OCO3)Oc2c(NS(=O)(=O)c3ccc(Cl)cc3)cccc2C1=O,-22.2,5.5
C[C@@H]1CN([C@H](C)CO)C(=O)c2cc(NS(C)(=O)=O)ccc2O[C@@H]1CN(C)S(=O)(=O)c1cn(C)cn1,7.0,4.7
C[C@H]1CN([C@@H](C)CO)C(=O)Cc2cc(NC(=O)Cc3cn(C)c4ccccc34)ccc2O[C@@H]1CN(C)C(=O)Nc1ccc2c(c1)OCO2,-9.3,11.5
C[C@@H]1CN([C@H](C)CO)C(=O)Cc2cc(NC(=O)Nc3ccccc3)ccc2O[C@H]1CN(C)Cc1ccc(Oc2ccccc2)cc1,49.4,-46.4
COc1ccc(CN(C)C[C@H]2Oc3ccc(NC(=O)Nc4ccc5c(c4)OCO5)cc3C(=O)N([C@H](C)CO)C[C@H]2C)cc1,-6.8,-6.4
C[C@H]1CN([C@@H](C)CO)C(=O)Cc2cc(NC(=O)Cc3cn(C)c4ccccc34)ccc2O[C@@H]1CN(C)CC1CCCCC1,16.7,0.3
Cc1noc(C)c1NC(=O)N(C)C[C@@H]1Oc2ccc(NC(=O)Cn3cnnn3)cc2C(=O)N([C@@H](C)CO)C[C@@H]1C,-30.9,8.9
C[C@@H]1CN([C@@H](C)CO)C(=O)c2cc(NS(C)(=O)=O)ccc2O[C@H]1CN(C)Cc1ccc(-c2ccccc2)cc1,-1.1,-1.3
C[C@H](CO)N1C[C@H](C)[C@@H](CN(C)S(=O)(=O)c2ccccc2)Oc2c(NS(=O)(=O)c3ccc(F)cc3)cccc2C1=O,34.4,7.6
C[C@H](CO)N1C[C@H](C)[C@@H](CN(C)CC2CCCCC2)Oc2ccc(NC(=O)Cn3cnnn3)cc2C1=O,-3.3,-4.5

# Exported with bars between the fields: entries from further up
canonical_smiles | T cruzi HTS | INS-1E rescue
C[C@H](CO)N1C[C@H](C)[C@@H](CN(C)C(=O)Nc2ccc3c(c2)OCO3)Oc2c(NS(=O)(=O)c3ccc(Cl)cc3)cccc2C1=O | -22.2 | 5.5
C[C@@H]1CN([C@H](C)CO)C(=O)c2cc(NS(C)(=O)=O)ccc2O[C@@H]1CN(C)S(=O)(=O)c1cn(C)cn1 | 7.0 | 4.7
C[C@H]1CN([C@@H](C)CO)C(=O)Cc2cc(NC(=O)Cc3cn(C)c4ccccc34)ccc2O[C@@H]1CN(C)C(=O)Nc1ccc2c(c1)OCO2 | -9.3 | 11.5
C[C@@H]1CN([C@H](C)CO)C(=O)Cc2cc(NC(=O)Nc3ccccc3)ccc2O[C@H]1CN(C)Cc1ccc(Oc2ccccc2)cc1 | 49.4 | -46.4
COc1ccc(CN(C)C[C@H]2Oc3ccc(NC(=O)Nc4ccc5c(c4)OCO5)cc3C(=O)N([C@H](C)CO)C[C@H]2C)cc1 | -6.8 | -6.4
C[C@H]1CN([C@@H](C)CO)C(=O)Cc2cc(NC(=O)Cc3cn(C)c4ccccc34)ccc2O[C@@H]1CN(C)CC1CCCCC1 | 16.7 | 0.3
Cc1noc(C)c1NC(=O)N(C)C[C@@H]1Oc2ccc(NC(=O)Cn3cnnn3)cc2C(=O)N([C@@H](C)CO)C[C@@H]1C | -30.9 | 8.9
C[C@@H]1CN([C@@H](C)CO)C(=O)c2cc(NS(C)(=O)=O)ccc2O[C@H]1CN(C)Cc1ccc(-c2ccccc2)cc1 | -1.1 | -1.3
C[C@H](CO)N1C[C@H](C)[C@@H](CN(C)S(=O)(=O)c2ccccc2)Oc2c(NS(=O)(=O)c3ccc(F)cc3)cccc2C1=O | 34.4 | 7.6
C[C@H](CO)N1C[C@H](C)[C@@H](CN(C)CC2CCCCC2)Oc2ccc(NC(=O)Cn3cnnn3)cc2C1=O | -3.3 | -4.5

# Continuation:
SMILES,T cruzi HTS,INS-1E rescue
C[C@@H]1CN([C@H](C)CO)C(=O)c2cccc(NC(=O)c3cnccn3)c2O[C@@H]1CN(C)Cc1ccc(C(=O)Nc2ccccc2N)cc1,67.2*,13.1
C[C@@H]1CN([C@@H](C)CO)C(=O)c2cccc(NC(=O)Nc3ccccc3)c2O[C@@H]1CN(C)C(=O)Nc1ccc(C(F)(F)F)cc1,-6.5,-22.9
C[C@@H]1CCCCO[C@@H](CN(C)C(=O)Nc2ccc3c(c2)OCO3)[C@@H](C)CN([C@H](C)CO)C(=O)c2cc(N(C)C)ccc2O1,-2.2,10.4
C[C@H](CO)N1C[C@H](C)[C@H](CN(C)S(=O)(=O)c2cn(C)cn2)Oc2ccc(NS(=O)(=O)c3cccs3)cc2CC1=O,-18.3,6.0
Cc1ccc(S(=O)(=O)Nc2ccc3c(c2)C(=O)N([C@H](C)CO)C[C@H](C)[C@H](CN(C)Cc2ccc4c(c2)OCO4)O3)cc1,6.9,0.0
C[C@H](CO)N1C[C@H](C)[C@@H](CN(C)S(=O)(=O)c2ccccc2)Oc2c(NS(=O)(=O)c3cccs3)cccc2C1=O,-6.9,1.3
CC(C)NC(=O)Nc1cccc2c1O[C@H](CN(C)C(=O)Nc1ccc(F)cc1)[C@@H](C)CN([C@@H](C)CO)C2=O,-27.6,6.4
COc1ccc(S(=O)(=O)Nc2ccc3c(c2)CC(=O)N([C@H](C)CO)C[C@H](C)[C@H](CN(C)S(=O)(=O)c2ccc(Cl)cc2)O3)cc1,23.1,4.3
CNC[C@@H]1Oc2c(NC(=O)Nc3ccc(OC)cc3)cccc2C(=O)N([C@H](C)CO)C[C@H]1C,-8.3,8.2
CNC[C@H]1Oc2ccc(NC(=O)C3CC3)cc2CC(=O)N([C@@H](C)CO)C[C@H]1C,-19.2,7.1
C[C@H]1CN([C@@H](C)CO)C(=O)Cc2cc(NC(=O)Nc3ccccc3)ccc2O[C@@H]1CN(C)S(=O)(=O)c1ccc(F)cc1,-6.2,4.2
O=C(NO)c1cccc(C(=O)N/N=C/c2cccs2)c1,-5.3,-11.6
C[C@@H]1CCCCO[C@H](CN(C)C(=O)c2ccncc2)[C@@H](C)CN([C@H](C)CO)C(=O)c2cc(NC(=O)Cc3ccccc3)ccc2O1,0.8,-2.2
Cc1ccc(S(=O)(=O)Nc2ccc3c(c2)CC(=O)N([C@@H](C)CO)C[C@@H](C)[C@@H](CN(C)Cc2ccc(Cl)c(Cl)c2)O3)cc1,58.7*,-30.2
COc1cc(O)cc(OC)c1/C=N/NC(=O)CCCCCC(=O)Nc1ccccc1O,-7.2,5.7
C[C@H](CO)N1C[C@H](C)[C@@H](CN(C)S(=O)(=O)c2cn(C)cn2)OCc2cnnn2CCCC1=O,-3.1,1.8
C[C@H]1CN([C@@H](C)CO)C(=O)c2cc(NC(=O)c3ccncc3)ccc2O[C@@H]1CN(C)Cc1ccc(Oc2ccccc2)cc1,12.5,-1.9
COc1ccc(S(=O)(=O)N(C)C[C@H]2Oc3ccc(NS(=O)(=O)c4cccs4)cc3CC(=O)N([C@@H](C)CO)C[C@@H]2C)cc1,-18.5,3.3
C[C@H]1CN([C@@H](C)CO)C(=O)c2cc(NC(=O)c3ccncc3)ccc2O[C@@H]1CN(C)Cc1ccc2c(c1)OCO2,-9.9,-0.1
C[C@@H]1CN([C@H](C)CO)C(=O)Cc2cc(NC(=O)Nc3ccc(C(F)(F)F)cc3)ccc2O[C@H]1CN(C)Cc1ccccc1,72.5*,-8.2
C[C@@H]1CN([C@@H](C)CO)C(=O)c2cc(NC(=O)Cc3ccccc3)ccc2O[C@@H]1CN(C)C(=O)Nc1cccc2ccccc12,-6.9,-3.2
C[C@@H]1CN([C@H](C)CO)C(=O)c2cccc(NC(=O)C3CCCCC3)c2O[C@H]1CN(C)Cc1ccc(C(F)(F)F)cc1,78.3*,-53.9
CC(C)NC(=O)Nc1cccc2c1O[C@H](CN(C)Cc1ccc(Cl)c(Cl)c1)[C@@H](C)CN([C@@H](C)CO)C2=O,-4.8,-2.3
COc1ccc(NC(=O)Nc2cccc3c2O[C@H](CN(C)C(=O)Nc2cccc4ccccc24)[C@@H](C)CN([C@H](C)CO)C3=O)cc1,5.3,2.8
C[C@@H]1CN([C@H](C)CO)C(=O)CCCn2nncc2CO[C@H]1CN(C)C(=O)CCCN(C)C,-7.6,nt
C[C@H]1CN([C@@H](C)CO)C(=O)c2cccc(NC(=O)C3CCCCC3)c2O[C@H]1CN(C)Cc1ccc(-c2ccccc2)cc1,-10.3,-13.8
C[C@H]1CN([C@@H](C)CO)C(=O)c2cc(NC(=O)Cc3ccccc3)ccc2O[C@H]1CN(C)S(=O)(=O)c1cccs1,-7.1,-6.2
C[C@H]1CN([C@@H](C)CO)C(=O)Cc2cc(N(C)C)ccc2O[C@@H]1CN(C)C(=O)Nc1ccc(C(F)(F)F)cc1,6.0,3.7
CNC[C@H]1Oc2c(NS(=O)(=O)c3cccs3)cccc2C(=O)N([C@@H](C)CO)C[C@@H]1C,45.0,0.5
C[C@H]1CN([C@@H](C)CO)C(=O)c2cccc(NC(=O)CCCCCC(=O)Nc3ccccc3N)c2O[C@H]1CN(C)S(=O)(=O)c1cccs1,30.7,5.8
C[C@@H]1CN([C@H](C)CO)C(=O)c2cccc(NC(=O)c3cnccn3)c2O[C@H]1CN(C)S(=O)(=O)c1cn(C)cn1,-19.3,7.6
C[C@@H]1CN([C@@H](C)CO)C(=O)c2cc(NC(=O)Nc3cccc4ccccc34)ccc2O[C@@H]1CN(C)C(=O)Nc1cccc2ccccc12,21.4,-6.7
C[C@@H]1CN([C@H](C)CO)C(=O)Cc2cc(NS(=O)(=O)c3cccs3)ccc2O[C@H]1CN(C)C(=O)Nc1ccc(F)cc1,-9.3,5.1
C[C@H]1CN([C@@H](C)CO)C(=O)c2cccc(NC(=O)c3ccncc3)c2O[C@H]1CN(C)C(=O)Nc1ccc2c(c1)OCO2,-23.0,11.4
C[C@H]1CN([C@@H](C)CO)C(=O)c2cccc(NC(=O)Nc3ccc(C(F)(F)F)cc3)c2O[C@@H]1CN(C)S(C)(=O)=O,-2.4,7.0
C[C@H]1CN([C@@H](C)CO)C(=O)c2cccc(NC(=O)NC3CCCCC3)c2O[C@@H]1CN(C)S(=O)(=O)c1cccs1,2.6,5.9
C[C@H](CO)N1C[C@H](C)[C@H](CN(C)C(=O)Nc2ccccc2F)OCc2cnnn2CCCC1=O,-10.3,nt
C[C@H](CO)N1C[C@H](C)[C@@H](CN(C)Cc2ccc(Cl)c(Cl)c2)Oc2ccc(NC(=O)Nc3ccc(F)cc3)cc2C1=O,34.7,nt
